RMI-FANCM inh: blocks RMI1/RMI2 complex binding to FANCM MM2 peptide | Fluorescence polarization, RMI core complex with F-MM2 peptide; stronger effect = lower value | FP signal (polarization) at 33 µM | actives 0.58% (n = 70,000) | AID 1159607; in the data active = FP signal below about 40; also: inactives centre near 61; strong numbers were not always called active; unit not given here
* hit, by the source's call; & = joins results of further samples. An excerpt (hit frequency here may not be typical).

SMILES	RMI-FANCM inh
O=[N+]([O-])c1ccc(CN=C(NC(=S)N2CCOCC2)c2ccc([N+](=O)[O-])cc2)cc1	60
CC(=O)Nc1cccc(NC(=O)C(=O)NCCN2CCOCC2)c1	57
NC(=O)c1nccnc1-c1nc2ccccc2s1	62
COc1ccc(C)c2sc(N(CCN(C)C)C(=O)/C=C/c3cccs3)nc12	91
O=C(Nc1ccccc1)c1nnc(-c2ccccc2)o1	53
Cc1cccnc1NC(=O)CCn1cnc2c(cnn2-c2ccc(F)cc2)c1=O	73
CC(C)(C)n1nc2c(c1NC(=O)COc1ccccc1F)CS(=O)(=O)C2	58
CC12CCC3C(CCC4CCCCC43C)C1CC(c1nc3ccccc3[nH]1)=C2O (stereo not given)	63
Cn1c(=O)c2c(SCC(=O)Nc3ccc(C(N)=O)cc3)nc(-c3ccccc3F)nc2n(C)c1=O	74
CC(=O)NCCn1ncc2c(=O)n(Cc3cccc(C)c3)cnc21	66
COc1ccccc1-n1c(C)cc(C(C[N+](=O)[O-])c2ccc(C)cc2)c1C (stereo not given)	70
CCCCCCCCc1ccc(-c2ccc(C(=O)OC3CC(C)CCC3C(C)C)cc2)cc1 (stereo not given)	57
CCCC(=O)Nn1cnc2c(cnn2-c2ccccc2)c1=O	53
Cc1cc(C)cc(C(=O)Nc2cccc(N3CCCCC3=O)c2)c1	63
C=CCn1c(SCC(=O)Nc2cc(C)on2)nc2sc3c(c2c1=O)CCCC3	97
C=CCn1c(SCCC(=O)NCCc2ccccc2)nc2scc(-c3ccco3)c2c1=O	101
Cc1c(C(=O)CSc2ncccc2C(=O)O)sc2ccccc12	54
Cc1c(Cc2ccc3c(c2)OCO3)sc(NC(=O)c2ccc(Cl)s2)c1C#N	71
COc1cccc(C(=O)NNC(=O)NC(=O)c2ccccc2Cl)c1	53
O=S(=O)(Nc1nnc(C2CC2)s1)c1ccccc1	61
COC(=O)c1ccccc1NC(=S)NNC(=O)c1ccc([N+](=O)[O-])cc1	60
Nc1cc2c3c(cccc3c1)C(=O)N(O)C2=O	-39
CC(=O)OCC#CCSc1nc2ccccc2c(=O)[nH]1	62
CCn1c(SCCCCn2c3ccccc3c3ccccc32)nnc1-c1ccc(OC)cc1	65
O=C(CSc1nnc(-c2ccc(C(F)(F)F)cn2)s1)c1ccc(Cl)cc1	56
C/C(=N\Nc1nc2c(c(=O)n(C)c(=O)n2C)n1C/C=C\c1ccccc1)c1ccc(Cl)cc1	50
O=C1NCCSC1c1ccccc1 (stereo not given)	55
FC(F)(F)c1cc(Cl)c2nc(-c3ccccc3)cn2c1	63
O=C(C(=O)N1CCN(C(=O)c2ccco2)CC1)c1c[nH]c2ccccc12	61
COC(=O)c1c(-c2c(Cl)cccc2Cl)noc1C(=O)N/N=C\c1ccc([N+](=O)[O-])s1	55&57
COc1cn(CC(=O)Nc2cccc([N+](=O)[O-])c2)c(CN2CCN(C(=O)c3ccco3)CC2)cc1=O	57
CCOc1ccc(NC(=O)Cc2csc(NC(=O)C3CCC(=O)N3)n2)cc1 (stereo not given)	58
COc1coc(C(=O)NCCc2ccc(F)cc2)cc1=O	63
CC(C)CC(Cl)COC(=O)c1ccc(-c2ccc(C(=O)OCC(Cl)CC(C)C)cc2)cc1 (stereo not given)	69
Cc1[nH]ncc1S(=O)(=O)c1ccc(Cl)cc1	55
COCC(=O)N1CCCc2ccc(NS(=O)(=O)c3ccc(OC)c(F)c3)cc21	70
CN(c1ccccc1)c1ccc(C(=O)/C=C/c2ccc(Br)cc2)cc1	80
O=C(CSc1ncnc2[nH]ncc12)Nc1nc(-c2ccco2)c(-c2ccco2)s1	-3*
CC(C)(C)c1ccc(C(=O)N2CCN(c3nc4ccccc4s3)CC2)cc1	77
O=c1ccc(-c2ccncc2)nn1CCNS(=O)(=O)c1ccc(F)c(Cl)c1	66

Seven compounds drawn at random from the list so far, as already listed:
SMILES	RMI-FANCM inh
CCOc1ccc(NC(=O)Cc2csc(NC(=O)C3CCC(=O)N3)n2)cc1 (stereo not given)	58
O=c1ccc(-c2ccncc2)nn1CCNS(=O)(=O)c1ccc(F)c(Cl)c1	66
COc1coc(C(=O)NCCc2ccc(F)cc2)cc1=O	63
CC(C)(C)c1ccc(C(=O)N2CCN(c3nc4ccccc4s3)CC2)cc1	77
COc1cn(CC(=O)Nc2cccc([N+](=O)[O-])c2)c(CN2CCN(C(=O)c3ccco3)CC2)cc1=O	57
CC(C)CC(Cl)COC(=O)c1ccc(-c2ccc(C(=O)OCC(Cl)CC(C)C)cc2)cc1 (stereo not given)	69
O=C(CSc1ncnc2[nH]ncc12)Nc1nc(-c2ccco2)c(-c2ccco2)s1	-3*

(further entries)
SMILES	RMI-FANCM inh
O=C(NCCOc1ccc2nnc(-c3ccccc3)n2n1)c1ccc(Cl)cc1Cl	68
CCOC(=O)c1csc(NC(=O)CSc2cc(OC)ccc2OC)n1	53
COc1cc(/C=C(\C#N)C(=O)Nc2ccc([N+](=O)[O-])cc2)cc(OC)c1OC	62
CCOC(=O)c1cnc2c(F)ccc(F)c2c1Oc1cncc(Cl)c1	54
Cc1nc2c(=O)n(CC(=O)Nc3ccc(F)cc3)nc(-c3ccc(F)cc3)c2s1	60
CC(C=C1C(=O)NC(=O)NC1=O)c1ccccc1 (stereo not given)	59
O=C(NC1CC1)c1csc(Nc2ccc(OC(F)F)cc2)n1	64
O=C1CCC(=O)N1CN1CCOCC1	56
COc1ccc(S(=O)(=O)CC(=O)Nc2nc3cc(C)cc(C)c3s2)cc1	54
CCc1nc(SCC(=O)Nc2ccccc2)c2c(=O)n(C)c(=O)n(C)c2n1	74
COc1ccc(Cl)cc1NC(=O)CSc1ccc2nnc(-c3cccs3)n2n1	62
COc1ccc(/C(C)=N\Nc2c([N+](=O)[O-])cc(C(F)(F)F)cc2[N+](=O)[O-])cc1CC#N	51
CCN(CC)CCN(C(=O)c1ccc(S(=O)(=O)N(C)C2CCCCC2)cc1)c1nc2c(OC)ccc(OC)c2s1	126
O=C(c1csc2c1CCCC2)N1CCOCC1	63
O=C(c1ccc([N+](=O)[O-])o1)N1CCN(Cc2ccccc2)CC1	57
CN(C(=O)c1ccc(=O)n(Cc2ccc(F)cc2)n1)c1ccccc1	62
COc1cccc(CSc2nc(C)c(CC(=O)N3CCN(c4ccccc4Cl)CC3)c(=O)[nH]2)c1	64
O=C(Nc1ccccc1)Nc1ccc(C(F)(F)F)cc1Br	57
CN(C)c1ccc(CCCNC(=O)C(=O)NC(C)(C)C)cc1	73
COc1cccc(NC(=O)C2CCCN(c3ccc(-c4ccccc4)nn3)C2)c1 (stereo not given)	64
C=CCOc1ccccc1OCC(O)CNC(C)C (stereo not given)	60
O=C(Cc1csc2nc(-c3ccc(F)cc3)cn12)NCc1cccnc1	65
O=c1cccnn1CCNS(=O)(=O)c1ccc(Oc2ccccc2)cc1	63
Cc1ccc(O)cc1	63
Cc1nn(-c2ccccc2)c2sc(C(=O)Nc3ccccc3F)cc12	64
O=C(Nc1cccc(-c2nc3ccccc3[nH]2)c1)c1cccc(C(=O)Nc2cccc(-c3nc4ccccc4[nH]3)c2)n1	67
CN1C(=O)C(C)(C)COc2cc(NC(=O)c3ccc4ccccc4c3)ccc21	58
Cc1cccc(C)c1NC(=O)C(C)N (stereo not given)	52&59
O=C(NCc1ccc2[nH]c3c(c2c1)CCCC3)c1ccc(S(=O)(=O)N2CCOCC2)cc1	56
CCC(C(=O)NCCOc1ccc2c(c1)OCO2)c1ccccc1 (stereo not given)	63

The final 5 entries of the part above come first, to join the parts:
SMILES	RMI-FANCM inh
O=C(Nc1cccc(-c2nc3ccccc3[nH]2)c1)c1cccc(C(=O)Nc2cccc(-c3nc4ccccc4[nH]3)c2)n1	67
CN1C(=O)C(C)(C)COc2cc(NC(=O)c3ccc4ccccc4c3)ccc21	58
Cc1cccc(C)c1NC(=O)C(C)N (stereo not given)	52&59
O=C(NCc1ccc2[nH]c3c(c2c1)CCCC3)c1ccc(S(=O)(=O)N2CCOCC2)cc1	56
CCC(C(=O)NCCOc1ccc2c(c1)OCO2)c1ccccc1 (stereo not given)	63
Cc1nn(C2CCS(=O)(=O)C2)c2nc(-c3ccco3)cc(C(=O)Nc3ccc(N(C)C)cc3)c12 (stereo not given)	84
CCOc1ccc(-c2ccc(=O)n(CCCC(=O)NC(C)c3ccccc3)n2)cc1 (stereo not given)	72
CN(C)CC[C@@H](c1ccc(Cl)cc1)c1ccccn1	64&61
CN(C)CCCN(C(=O)c1ccc2c(c1)CCCC2)c1nc2ccc(Br)cc2s1	112
CCN1CCOc2ccc(NC(=O)c3cc4ccccc4oc3=O)cc2C1=O	62
CCCNC(=O)C(=O)NCCN1CCN(c2ccccc2)CC1	64
CNC(=O)CSc1nc(-c2ccccc2)c(N)s1	70
C[N+]1(C)C[C@H](O)[C@H](C(=O)[O-])C1	65
COc1ccc(CC(=O)NCC(=O)N/N=C\c2sccc2C)cc1	64
CS(=O)(=O)Nc1cc(-c2ccccc2)sc1C(N)=O	63
CN(C)/C=C/C(=N)SCc1c(F)cccc1Cl	56
c1ccc(C2Cn3nnnc3-c3ccccc3O2)cc1 (stereo not given)	60
Cc1nc(Oc2cccc(C(F)(F)F)c2)c2c3c(sc2n1)CCCC3	71
C1CCc2nnnn2CC1	55&57&47
COc1ccc(S(=O)(=O)N2CCN(CCNC(=O)c3ccc(Br)o3)CC2)cc1	59
COc1ccc(OCCNC(=O)CCCO)cc1	52
O=S(=O)(NCCOc1ccc2nnc(-c3cccc(F)c3)n2n1)c1ccccc1	69
CSc1nc2ccc(NC(=O)c3ccccc3SC)cc2s1	56
CC(C)(C)OC(=O)NCC(=O)NNC(=S)NC1CC1	58
O=C(Nc1nc2ccc(Br)cc2s1)c1cccc(Br)c1	74
O=C1C=CC(=O)N1c1cccc(C(F)(F)F)c1	42
CO[C@H]1O[C@H](CO)[C@@H](O)[C@H](O)[C@@H]1O	55
CSC(=NCc1c(N)cccc1F)NC#N	55
Cc1ccc(C)c(S(=O)(=O)N2CCN(c3ccc4nnc(-c5ccco5)n4n3)CC2)c1	83
C=CCN1C(=O)C(C)(C)COc2ccc(NS(=O)(=O)c3ccc(NC(=O)C(C)C)cc3)cc21	67
COC(=O)N(C)Cc1nc2ccccc2[nH]1	49
Cc1cccc(Cn2c3c(=O)[nH]c(=O)n(C)c3n3c(-c4ccc(OCc5ccccc5)cc4)nnc23)c1	57
COc1ccc(C(=O)/C(=C\c2ccc(C)o2)c2nc3ccccc3o2)cc1	77
Cc1c(NC(=O)c2cccc3c2-c2ccccc2C3=O)c(=O)n(-c2ccccc2)n1C	59
CC(C)CCN1C(=O)C(C)(C)COc2ccc(NC(=O)c3cc4ccccc4oc3=O)cc21	66
O=C(Cn1nc(C2CC2)c2cnn(-c3ccccc3)c2c1=O)N1CCCc2ccccc21	67
CCOC(=O)c1ccc2c(c1)N(Cc1ccc(Cl)c(Cl)c1)C1CCCCN21 (stereo not given)	57
COc1ccc(S(=O)(=O)Nc2ccc(C(=O)Nc3nc4cc5c(cc4s3)OCO5)cc2)cc1	56
CCOC(=O)c1sc(-c2ccccc2)nc1CSc1nccn1C	57
O=C(NCc1cccs1)NC1CC(=O)N(c2ccc3c(c2)OCCO3)C1 (stereo not given)	63
COc1ccccc1CCNC(=O)Cc1c(C)nc(SCc2ccc(F)cc2)[nH]c1=O	63
O=C(COc1ccc(Cl)cc1Cl)Nc1ccc(N2CCCC2=O)cc1	53
O=C(CSC1CN(C(c2ccccc2)c2ccccc2)C1)N/N=C\c1cccc(C(F)(F)F)c1	58
Cc1ccccc1N=Nc1c(C)[nH][nH]c1=O	56
COc1ccc(CC(=O)Nc2nc3ccc(C(C)C)cc3s2)cc1C	74
Cc1cc(C)c(-n2nnnc2SCC(=O)Nc2ccccc2Cl)c(C)c1	57
Cc1ccc(NC(=O)CCCn2nc(-c3ccc(Cl)cc3)ccc2=O)cc1F	73
COc1cc(OC)cc(C(=O)Nc2nc3c(OC)cccc3s2)c1	68
COc1ccccc1N1CCN(CCNC(=O)c2ccc(F)cc2)CC1	64
CCn1nnnc1SCC(=O)N1CCN(c2ccccc2)CC1	61
CCOC(=O)c1sc(=NC(=O)CN2C(=O)CCC2=O)n(C)c1C	59
Cc1cc(C(=O)N(CC2CCCO2)c2nc3ccc(Cl)cc3s2)on1 (stereo not given)	86
O=C(CSc1nc(-c2ccccc2)cc(C(F)(F)F)n1)N1CCCc2ccccc21	77
Nn1cnc2scc(-c3ccc(Cc4ccccc4)cc3)c2c1=O	63
O=C(CC1CCCC1)NCCn1ncc2c(N3CCN(c4ncccn4)CC3)ncnc21	64

(continued)
SMILES	RMI-FANCM inh
CCc1ccc(S(=O)(=O)NCCOc2cc(N3CCCCC3)ncn2)s1	62
Cc1ccc(N(C)S(=O)(=O)c2ccsc2-c2nc(-c3cccnc3)no2)cc1F	63
Cn1cccc1C(CNS(=O)(=O)c1ccc(F)cc1)N1CCCC1 (stereo not given)	64
CSC(N)=NC(=S)Nc1ccc(Cl)c(Cl)c1	54
CN(C)c1ccc(CCCNS(=O)(=O)Cc2ccccc2F)cc1	71
CC(=O)OC1CCC2(C)C(=CC=C3C2CCC2(C)C3CCC2C(C)/C=C/C(C)C(C)C)C1(C)C (stereo not given)	59
CC(C)(C)C1CCC(C(=O)Oc2ccc(OC(=O)C3CCC(C(C)(C)C)CC3)cc2)CC1 (stereo not given)	54
O=C(CSc1ccc(NC(=O)c2ccccc2F)nn1)Nc1ccccc1F	66
CC(=O)N1CCN(c2ccnc3c2c(=O)n(CC(=O)NC(C)(C)C)c(=O)n3C)CC1	64
Cc1cc(C)cc(OCC(=O)N2CCN(c3ccc4nnc(-c5ccco5)n4n3)CC2)c1	69
O=C(Nc1ccc(C(F)(F)F)cc1)NC1CC(=O)N(c2ccccc2)C1 (stereo not given)	58
N#Cc1ccccc1NC(=O)CSc1nccn2nc(-c3cccc4ccccc34)cc12	105
Cc1ccc2nc(NC(=O)CCc3c(C)[nH]c(=O)[nH]c3=O)sc2c1	60
